NRP1-CendR mod: modulators of CendR peptide binding to NRP-1, primary screen, biochemical, fluorescence polarization, uHTS. FAM-RPARPAR peptide binding to NRP-1. AID 602438, 2012. inhibition, % at 25 µM. Neuropilin-1 (Homo sapiens), O14786. 360,000 compounds, 0.85% hits;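 active = inhibition or corrected inhibition above about 18%, plus a signal ratio from 0.5 to 1.5, limit read from the data, passing the limit was not always enough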; also: strong numbers were not always called active
Rin1-Abl PPI inh: inhibitors of Rin1-Abl protein binding, primary screen, biochemical, TR-FRET | Tyrosine-protein kinase ABL1 (Homo sapiens) + Ras and Rab interactor 1 (Homo sapiens), … | inhibition, % at 7.35 µM | 360,000 compounds, 0.4% hits; in the data active = inhibition above about 5%, passing the limit was not always enough
SKN-1 block: suppressors of acrylamide-induced Pgst-4::GFP reporter in worms, primary screen, SKN-1 inhibitor project, whole organism, uHTS, GFP/RFP fluorescence ratio, strain VP596. C. elegans VP596 Pgst-4::GFP/RFP ratio, 24 h. inhibition, % at 21.8 µM. 360,000 compounds, 0.49% hits;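 active = interference check ratio from 0.5 to 1.5 plus GFP to RFP signal ratio inhibition reaching or exceeding a fixed threshold, cut at about 30% in these data, passing the limit was not always enough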; also: some compounds called inactive have numbers as strong as hits
FAS-TE inh: FAS thioesterase domain inhibitors, primary screen, biochemical, fluorescence intensity, uHTS. inhibition, % at 15 µM. recombinant FAS-TE, OMFH fluorogenic substrate, fluorescence endpoint. 360,000 compounds, 0.67% hits;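 active = compounds whose normalised, plate-corrected inhibition of enzyme fluorescence in the single-dose primary screen is 50% or more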;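 also: 0% = DMSO with enzyme and 100% = substrate without enzyme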
bovine MsrA act: bovine MsrA enzyme activators, primary screen, biochemical, absorbance, HTS. 360,000 compounds, 0.3% hits. Methionine sulfoxide reductase A (Bos taurus). purified bovine MsrA, absorbance read-out. activation, % at 10.6 µM. AID 602163, 2012; in the data active = activation above about 7.5%;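 also: 0% = vehicle and 100% = reference activator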
MT1-MMP act inh: blockers of MT1-MMP proenzyme processing, primary screen, HT1080 RFP-PRO-GFP cells, GFP/RFP fluorescence. Matrix metalloproteinase-14 (Homo sapiens), P50281. GFP/RFP ratio fluorescence, overnight; percent of plate control window, DMSO zero. GFP/RFP ratio change, % at 20 µM. 360,000 compounds, 0.061% hits;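 active = GFP/RFP ratio change of at least 30% with cell ATP level not reduced by more than half and red fluorescence within 50% of control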; also: strong numbers were not always called active
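Assay system: HT1080 cells carrying an RFP-PRO-GFP reporter | Dosing: Single dose of 20 µM compound, 1% DMSO final | Incubation: Cells overnight before dosing, compound overnight, 37 °C, 5% CO2 | Evaluation: GFP/RFP fluorescence ratio | Control set: DMSO and RFP-L50D-GFP cell wells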
Neddyl block: inhibitors of cullin neddylation, primary screen, biochemical, TR-FRET, uHTS, NAE and Ubc12; NEDD8-conjugating enzyme Ubc12 (Homo sapiens) + NEDD8-activating enzyme E1 regulatory …; calls only at 25 µM; 360,000 compounds, 0.58% hits; AID 651699, 2012; in the data active = inhibition above about 36%
E coli Lon inh: inhibitors of E. coli Lon protease, primary screen, biochemical, fluorescence polarization. P0A9M0. purified E. coli Lon protease. inhibition, % at 7.94 µM. 360,000 compounds, 0.42% hits. AID 602123, 2011; in the data active = inhibition above about 13%, passing the limit was not always enough;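 also: 0% = enzyme with probe and DMSO and 100% = no enzyme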
Target sequence (P0A9M0 whole entry, looked up): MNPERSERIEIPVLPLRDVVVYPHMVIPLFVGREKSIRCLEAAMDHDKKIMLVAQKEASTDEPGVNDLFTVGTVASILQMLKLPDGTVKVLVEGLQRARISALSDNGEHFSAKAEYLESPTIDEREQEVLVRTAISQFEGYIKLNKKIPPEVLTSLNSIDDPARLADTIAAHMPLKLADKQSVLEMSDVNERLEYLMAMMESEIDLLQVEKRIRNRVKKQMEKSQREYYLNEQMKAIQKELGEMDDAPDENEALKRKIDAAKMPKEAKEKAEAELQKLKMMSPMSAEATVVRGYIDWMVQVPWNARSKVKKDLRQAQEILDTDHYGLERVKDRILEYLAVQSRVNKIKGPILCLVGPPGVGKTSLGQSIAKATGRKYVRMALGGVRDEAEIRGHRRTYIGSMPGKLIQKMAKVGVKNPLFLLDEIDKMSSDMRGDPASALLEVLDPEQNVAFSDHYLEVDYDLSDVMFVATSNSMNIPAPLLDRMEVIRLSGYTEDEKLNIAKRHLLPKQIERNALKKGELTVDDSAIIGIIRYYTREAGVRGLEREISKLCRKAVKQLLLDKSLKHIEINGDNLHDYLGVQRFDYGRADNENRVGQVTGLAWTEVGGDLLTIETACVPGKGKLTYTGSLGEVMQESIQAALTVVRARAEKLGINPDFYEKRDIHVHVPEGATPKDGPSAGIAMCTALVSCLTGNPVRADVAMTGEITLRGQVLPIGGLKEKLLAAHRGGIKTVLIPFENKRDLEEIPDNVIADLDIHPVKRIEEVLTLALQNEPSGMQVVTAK
MsrA inh: bovine MsrA enzyme inhibitors, primary screen, biochemical, absorbance, HTS | Methionine sulfoxide reductase A (Bos taurus) | purified bovine MsrA, absorbance read-out | 360,000 compounds, 0.75% hits | AID 651718, 2012 | inhibition, % at 15.5 µM; in the data active = inhibition above about 4.5%;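 also: 0% = vehicle wells with enzyme and 100% = reference inhibitor wells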
An asterisk follows results filed as active; i = inactive; nt = not tested or not shown; & = joins results of further samples.

Sequence of screens: SKN-1 block	MsrA inh	MT1-MMP act inh	Neddyl block	bovine MsrA act	FAS-TE inh	NRP1-CendR mod	E coli Lon inh	Rin1-Abl PPI inh
- Cc1cccc(Oc2ccccc2N)c1
→ -3	nt	14	i	-10	-4	14	-1	-3
- COc1ccc(C)cc1S(=O)(=O)N(CC(=O)N1CCOCC1)c1cc(C)cc(C)c1
→ 1	1.9	-1	i	3	-4	15	4	1
- Cc1cc(C(=O)N2CCC2(C)C(=O)NS(=O)(=O)c2cccc(Cl)c2)nn1C (stereo not drawn)
→ 1	-0.6	-1	i	-1	-10	-12	2	-1
- CCOc1ccc(C(=O)OCC(=O)Nc2nc(OC)cc(OC)n2)cc1OCC
→ 3	-0.4	8	i	-4	-13	-2	3	0
- CCCCOc1ccc(/C=C/C(=O)OCC(=O)NC2CCS(=O)(=O)C2)cc1OCC (stereo not drawn)
→ 15	1.6	-1	i	-4	1	-4	-6	3
- O=C(Nc1ccc(S(=O)(=O)N2CCN(c3ccccc3)CC2)cc1)c1cccs1
→ -1	2.4	4	i	-3	23	-18	-7	4
- COc1ccc(CCN2CC(C(=O)NCc3cc(C(C)C)no3)CCC2=O)cc1 (stereo not drawn)
→ -19	-0.3	-4	i	-2	-4	9	-7	-2
- Cc1ccc(NC(=O)C(Cc2ccccc2)NC(=O)c2ccco2)cc1 (stereo not drawn)
→ 9	-1.6	-4	i	-2	-3	-1	-8	2
- Cc1ccc(C(=O)NCCCn2ccnc2)cn1
→ -4	1.8	5	i	-3	-8	-8	4	3
- O=C(COC(=O)C1(c2ccc(F)cc2)CCCC1)N1CCc2ccccc21
→ 9	-0.1	-4	i	-6	24	-6	-7	1
- C[C@@H](NCCCn1ccc(NC(=O)OCc2ccccc2)nc1=O)c1cccc2ccccc12
→ -27	-0.8	-1	i	0	-6	-7	-1	-2
- COC(=O)C1=C2SCC(=O)N2C(N)=C(C#N)C1
→ 4	0.3	-10	i	-2	0	-13	0	-2
- Cc1ccc(CNC(=O)CNC(=O)[C@@H]2Cc3ccccc3CN2)cc1
→ 3	0.2	2	i	-10	-3	14	2	5
- Cc1ccc(-c2ccc(C(=O)O)c(C)n2)cc1
→ 11	0.9	-8	i	-4	-7	11	1	-3
- COc1cc(OC)c(C(=O)N2CCCC2)cc1OC
→ -11	1.2	1	i	-6	-4	-5	-4	1
- CCN(c1ccc(NC(=O)COC(=O)CCC(=O)c2ccc(F)cc2)cc1)C(C)C
→ 9	0.5	-4	i	0	12	16	-10	0
- COc1cccc(/C=N/Nc2nnc(C)n2N)c1OCc1ccccc1Cl
→ 9	-0.4	5	i	4	1	3	-2	-1
- Cc1cc[n+](Cc2ccc([N+](=O)[O-])cc2)cc1
→ -4	0.3	4	i	0	-5	-11	-7	1
- COc1ccc2oc(=O)c(C(=O)N3CCCC3)cc2c1
→ -2	2.7	-2	nt	-7	-4	-5	-1	-3
- CS(=O)(=O)N1CCc2cc(-c3csc(NCC4CCCO4)n3)ccc21 (stereo not drawn)
→ 13	2.9	-1	i	-2	3	8	-3	0
- Cc1ccnc(NS(=O)(=O)c2ccc(NC(=O)c3ccc(S(=O)(=O)N(C)C)cc3)cc2)n1
→ 1	-1.2	0	i	-4	7	10	0	0
- CCCCc1c(O)nc2sc3cc(OC)ccc3n2c1=O
→ 26	-0.8	0	i	-9	-5	2	-1	2
- O=C(c1cc(COc2c(F)cccc2F)on1)N1CCCCCC1
→ 16	-0.3	1	i	-5	-4	5	-9	4
- CCOC(=O)c1sc(NC(=O)c2ccncc2)nc1C
→ -8	0.4	-2	i	-11	-5	5	-19	-3
- CCNC(=O)[C@H]1O[C@@H](n2cnc3c(N)nc(NCCc4ccc(CCC(=O)O)cc4)nc32)[C@H](O)[C@@H]1O
→ -4	0.0	3	i	-6	-3	-1	-2	2
- CCOC(=O)CN(C)S(=O)(=O)c1ccc(-c2cc(C(=O)OC)sc2C(F)(F)F)cc1
→ 0	0.3	6	i	-9	32	11	11	5
- O=C(Nc1ccc(S(=O)(=O)N2CCCC2)cc1)c1cnccn1
→ 1	0.0	1	i	0	-3	15	-6	-3
- COC(=O)[C@@]12C[C@@H](CC(=O)NCc3ccc(C)o3)C(=O)N(CCc3ccc(OC)c(OC)c3)C1=CCC(C)(C)C2
→ -2	0.1	-1	i	nt	nt	-26	nt	nt
- C[C@@H](C(=O)NC1CCCCC1)N1C(=O)N2CCc3c([nH]c4ccccc34)[C@@]2(C)C1=O
→ 8	0.0	0	i	1	4	-12	0	1
- CCOc1ccc(S(=O)(=O)NCCC(=O)NCC(c2ccccc2OC)N2CCCC2)cc1 (stereo not drawn)
→ -20	-0.6	3	i	-6	-9	-1	2	0
- CN(CCCN1CCOCC1)C(=O)c1cc(COc2ccc(F)cc2F)on1
→ 9	-1.8	1	i	-1	-7	7	1	-2
- C[C@@H]1COC(=O)[C@H](NC(=O)OCC2c3ccccc3-c3ccccc32)C/C=C\C[C@@H](CC(=O)N(CCO)Cc2ccccc2)C(=O)N1
→ 23	nt	1	i	-2	-8	-10	0	2
- C[C@H]1C=C(C(=O)NC2CC2)O[C@@H](OCc2ccc(CO)cc2)C1
→ 12	-0.6	4	i	-3	-13	24	-6	3
- CCN(C(=O)CSc1nnnn1-c1ccccc1OC)C1CCS(=O)(=O)C1 (stereo not drawn)
→ -1	-1.1	3	i	-3	-8	-10	-14	3
- C=CCn1c(=NC(=O)c2ccc(S(=O)(=O)N3CCCC3)cc2)sc2cc(NC(C)=O)ccc21
→ 10	0.7	-4	i	-5	-9	-19	-16	-56
- Cc1ccccc1C(=O)OCC(=O)N1CC(=O)Nc2ccccc21
→ 13	0.3	-1	i	-3	-3	-10	-9	-3
- CCOc1ccc(-n2cc(C(=O)NC(C)C)c3cc(OC)c(OC)cc3c2=O)cc1
→ 0	-0.4	2	i	-3	-8	1	6	2
- CCN(CC(=O)Nc1c(F)cccc1F)C(=O)Cc1c(C)nc2ccccc2c1C
→ 20	-0.5	0	i	-2	-6	-1	-3	0
- CSc1nc(N(C)NC(=O)c2ccccc2)c2ccccc2n1
→ -17	-0.3	6	i	-8	0	3	-1	0
- COc1ccccc1C(=O)O/N=C(\N)c1ccccc1Cl
→ 10	1.7	-2	i	-2	-4	6	0	0
- CC(OC(=O)CC1CCCCC1)C(=O)Nc1ccc(S(N)(=O)=O)cc1 (stereo not drawn)
→ 8	2.5	3	i	3	-4	9	-13	-1
- Cc1cc(C(C)(C)C)ccc1OCCOCCN1CCCC1
→ -7	-1.7	3	i	-4	-8	3	-6	4
- COc1cccc(/C=C2\SC(=S)N(CCC(=O)N3CCCCC3)C2=O)c1
→ -1	0.1	0	i	0	5	-4	-3	5
- CCc1ccccc1N1CN(Cc2cccnc2)CNC1=S
→ 0	-1.6	4	i	-1	-5	8	-6	-3
- Cc1cc(C(=O)Nc2cccc3ccccc23)c(C)o1
→ -7	-0.6	-2	i	4	-1	-2	0	-1
- Cc1ccc(C(=O)N2CCc3ccccc32)cc1C
→ 9	-0.7	-2	i	-6	8	15	2	0
- CCc1nc2c(OCc3ccc(OC(F)F)cc3)cccn2c1N(C)C(=O)c1cccs1
→ 19	-0.7	-7	i	-2	8	-3	4	4
- CN(C)/C=C/C(=O)c1ccc(Oc2ccccc2)cc1
→ -3	0.5	-1	i	-10	-8	5	-20	1
- COCCNC(=O)C1(C)CCCN(Cc2csc(-c3ccc(Cl)cc3)n2)C1 (stereo not drawn)
→ -4	nt	-1	i	1	-2	2	-1	-1
- OC1C(O)C(O)C(O)C(O)C1O (stereo not drawn)
→ 26&-8&-2	-0.6&-2.0&2.9	1&-3&1	i	0&-3&-6	2&-2&-7	-18&13&19	-6&-7&-7	3&-2&4

(continued)
Sequence of screens: SKN-1 block	MsrA inh	MT1-MMP act inh	Neddyl block	bovine MsrA act	FAS-TE inh	NRP1-CendR mod	E coli Lon inh	Rin1-Abl PPI inh
- Cn1nc(-c2ccccc2)c(-c2nc(-c3ccc(Cl)cc3)no2)c1Cl
→ 28	-1.1	0	i	0	29	3	-7	0
- COc1ccc(C(=O)NCc2ccccc2)cc1Br
→ 9	-0.9	-2	i	-3	7	-6	-10	0
- COc1ccc(F)c(-c2nc(CN3CCC(c4ccccc4)CC3)c(C)o2)c1
→ 14	0.0	-6	i	-5	10	-2	-9	2
- CCOc1ccc(C(CC(=O)O)NC(=O)C(c2ccccc2)c2ccccc2)cc1OC (stereo not drawn)
→ 12	-0.5	2	i	0	-3	4	0	1

Quoted from the listing for reference:
Sequence of screens: SKN-1 block	MsrA inh	MT1-MMP act inh	Neddyl block	bovine MsrA act	FAS-TE inh	NRP1-CendR mod	E coli Lon inh	Rin1-Abl PPI inh
- COc1ccc(F)c(-c2nc(CN3CCC(c4ccccc4)CC3)c(C)o2)c1
→ 14	0.0	-6	i	-5	10	-2	-9	2
- CCOc1ccc(C(CC(=O)O)NC(=O)C(c2ccccc2)c2ccccc2)cc1OC (stereo not drawn)
→ 12	-0.5	2	i	0	-3	4	0	1

A second format for 3 compounds above.
SMILES | SKN-1 block | MsrA inh | MT1-MMP act inh | Neddyl block | bovine MsrA act | FAS-TE inh | NRP1-CendR mod | E coli Lon inh | Rin1-Abl PPI inh
COc1ccc(C(=O)NCc2ccccc2)cc1Br | 9 | -0.9 | -2 | i | -3 | 7 | -6 | -10 | 0
COc1ccc(F)c(-c2nc(CN3CCC(c4ccccc4)CC3)c(C)o2)c1 | 14 | 0.0 | -6 | i | -5 | 10 | -2 | -9 | 2
CCOc1ccc(C(CC(=O)O)NC(=O)C(c2ccccc2)c2ccccc2)cc1OC (stereo not drawn) | 12 | -0.5 | 2 | i | 0 | -3 | 4 | 0 | 1

Screens from PubChem.
